Assay outcomes as filed in PubChem.
Anthrax LF inh2 – Bacillus anthracis LF protease inhibitors, primary screen, biochemical, multiplex microsphere, MLPCN library; multiplex microsphere protease cleavage assay; AID 588501, 2011; inhibition, % at 10 µM; hit rate 0.12% among 360,000; in the data active = inhibition above about 30%; inconclusive = no clear call, values can overlap the other calls; note: plate controls were buffer without enzyme for full effect and enzyme alone for no effect
PfHsp40 yeast – rescue of yeast from PfHsp40 toxicity, primary screen, S. cerevisiae, ATP luminescence | S. cerevisiae expressing PfHsp40, growth rescue | growth rescue, % at 12.5 µM | hit rate 0.68% among 340,000 | AID 504582, 2011; in the data active = growth rescue above about 28%, passing the limit was not always enough; inconclusive = no clear call, values can overlap the other calls;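 note: yeast W303a lacking pdr1 and pdr3 grown in galactose medium; growth measured after three days at 30 °C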
Y pestis TopoI – Yersinia pestis topoisomerase I inhibitors, primary screen, biochemical, cleavage product accumulation, plate reader, single point; Y. pestis Topo-I cleavage product accumulation; activity, % at 10 µM; DNA topoisomerase I (Yersinia pestis CO92); hit rate 0.064% among 360,000; in the data active = activity above about 50%, passing the limit was not always enough; inconclusive = no clear call, values can overlap the other calls; note: inactives centre near 2
TcdB inh – TcdB glycohydrolase inhibitors, primary screen, biochemical, single point, plate reader. Toxin B (Clostridioides difficile), P18177. TcdB glycohydrolase enzymatic assay. inhibition, % at 9.99 µM. hit rate 0.24% among 350,000. AID 652162, 2013; in the data active = inhibition above about 10%
3CLpro inhibitor – SARS-CoV 3CLpro protease inhibitors, primary screen, biochemical, quenched FRET | recombinant SARS-CoV 3CLpro, quenched FRET peptide cleavage | inhibition, % at 6 µM | hit rate 0.14% among 290,000 | AID 1706, 2009; in the data active = inhibition above about 12%
MazEF act – activators of E. coli MazEF toxin-antitoxin RNase, primary screen, biochemical, fluorescence, uHTS. activation, % at 20 µM. FAM/BHQ RNA-DNA oligo cleavage fluorescence, 5 h. hit rate 0.32% among 350,000; in the data active = activation above about 50%
Target sequence (P0AE70 whole entry, looked up): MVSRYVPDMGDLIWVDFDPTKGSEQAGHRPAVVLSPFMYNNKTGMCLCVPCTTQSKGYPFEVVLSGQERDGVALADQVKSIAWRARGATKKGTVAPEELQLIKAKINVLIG
VHR inh abs – VHR1 phosphatase inhibitors, primary screen, biochemical, absorbance, uHTS; Dual specificity protein phosphatase 3 (Homo sapiens), P51452; recombinant VHR phosphatase, pNPP absorbance; inhibition, % at 13.3 µM; hit rate 0.52% among 290,000; in the data active = inhibition above about 50%; note: some compounds called inactive have numbers as strong as hits
Target sequence (P51452 whole entry, looked up): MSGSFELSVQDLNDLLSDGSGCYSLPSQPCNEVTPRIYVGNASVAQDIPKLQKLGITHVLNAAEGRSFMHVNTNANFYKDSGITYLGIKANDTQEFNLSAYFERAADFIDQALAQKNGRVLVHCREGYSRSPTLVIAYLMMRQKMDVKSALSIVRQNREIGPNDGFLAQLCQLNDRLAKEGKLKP
Vc quorum ag – inducers of Vibrio cholerae quorum light production without autoinducers, primary screen, BH1578 luxS cqsA deficient, single point. V. cholerae BH1578 lux reporter, luminescence, 6 h. activation, % at 18.7 µM. hit rate 0.16% among 350,000; in the data active = activation mostly above about 9.7%, no sharp cut-off; inconclusive = no clear call, values can overlap the other calls; inactive = mostly below about 3.7%; note: not every result past the cut was called active; inactives centre near 0; reference of the scale not given here
Rv3671c protease – Rv3671c serine protease inhibitors, primary screen, biochemical, fluorescence polarization, M. tuberculosis H37Rv. hit rate 0.048% among 320,000. inhibition, % at 5.96 µM. AID 2606, 2010. P9WHR9; in the data active = inhibition above about 38%;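 note: extracellular domain of Rv3671c used as enzyme; 0% = enzyme with DMSO and 100% = no enzyme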
Target sequence (P9WHR9 whole entry, looked up, the tested form may be a part): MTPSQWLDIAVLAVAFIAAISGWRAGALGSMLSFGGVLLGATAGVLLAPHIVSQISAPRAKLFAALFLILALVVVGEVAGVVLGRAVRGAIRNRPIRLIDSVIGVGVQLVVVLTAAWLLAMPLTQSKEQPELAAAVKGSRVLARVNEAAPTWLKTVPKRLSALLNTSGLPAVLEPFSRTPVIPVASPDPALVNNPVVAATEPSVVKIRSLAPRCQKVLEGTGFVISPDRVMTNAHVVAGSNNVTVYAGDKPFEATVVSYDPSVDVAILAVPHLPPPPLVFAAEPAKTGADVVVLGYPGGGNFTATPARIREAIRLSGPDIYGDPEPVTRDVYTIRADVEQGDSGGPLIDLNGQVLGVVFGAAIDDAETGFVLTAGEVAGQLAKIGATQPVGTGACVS
PriA SSB inh – inhibitors of Klebsiella pneumoniae PriA binding to SSB C-terminal tail, primary screen, biochemical, AlphaScreen | PriA–SSB C-terminal tail interaction (Klebsiella pneumoniae) | AlphaScreen SSBct-PriA binding, biotinylated peptide | inhibition, % at 33 µM | hit rate 0.6% among 430,000 | AID 1272365, 2023; in the data active = inhibition mostly above about 37%, no sharp cut-off; inactive = mostly below about 20%;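 note: plate controls were negative control peptide for no effect and reference peptide for full effect; strong numbers were not always called active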
An asterisk follows results filed as active; i = inactive; ? = inconclusive; · = no result given.

SMILES | Anthrax LF inh2 | PfHsp40 yeast | Y pestis TopoI | TcdB inh | 3CLpro inhibitor | MazEF act | VHR inh abs | Vc quorum ag | Rv3671c protease | PriA SSB inh
CCNC(=O)C1(C)CCN1C(=O)Cc1ccc(C(C)C)cc1 (stereo not drawn) | -1 | · | 5 | -8.0 | · | · | · | i | · | ·
CC(C)(C)NC(=O)C12CCC(C)(c3nc4ccccc4nc31)C2(C)C (stereo not drawn) | -1 | 0.4 | 13 | · | 5 | -6 | 15 | -0.7 | -5 | -12
Cc1ccc(OCC(=O)N/N=C\c2ccc(O)c([N+](=O)[O-])c2)c([N+](=O)[O-])c1 | -3 | 0.3 | 4 | 0.4 | -1 | -15 | -7 | -0.3 | -1 | ·
Cc1cccc(C(C)C)c1NC(=O)COC(=O)C1CC(=O)N(Cc2ccccc2)C1 (stereo not drawn) | 0 | -1.5 | 0 | 3.6 | · | 3 | · | i | -3 | -6
NC(=O)CSc1nc2cc(S(=O)(=O)N3CCOCC3)ccc2o1 | -2 | -0.8 | -4 | -0.4 | · | 8 | · | 0.8 | -1 | -6
Cc1ccc(Oc2ccccc2NC(=O)CSCC(=O)Nc2cc(C)on2)cc1 | -1 | 0.1 | 13 | -0.7 | · | 5 | · | -1.2 | 0 | 6
O=C(Nc1ccccc1N1CCCC1)c1ccc([N+](=O)[O-])o1 | 1 | -1.4 | -7 | -0.4 | -2 | 6 | 14 | 0.8 | -15 | 32
COc1ccc(C(C#N)N2N=C(C)CC2(C)C)cc1 (stereo not drawn) | 3 | -1.4 | 0 | · | -1 | 1 | 6 | i | 8 | -7
COc1cc(-c2[nH]ncc2CN2CCCC2c2nonc2C)cc(OC)c1OC (stereo not drawn) | -1 | 0.5 | 2 | -0.2 | 6 | 3 | 20 | i | 6 | -8
COc1ccc(C2CC(C(F)(F)F)n3nc(C(=O)NCCN4CCOCC4)cc3N2)cc1 (stereo not drawn) | -2 | -0.8 | 3 | · | -2 | 10 | -4 | i | 12 | 1
CCNc1oc(COc2cccc(C)c2)nc1C#N | 0 | 6.6 | -1 | · | -1 | -2 | 17 | i | 6 | 1
CC(C)(C)c1ccc(C(=O)Nc2cccc3c(=O)[nH][nH]c(=O)c23)cc1 | -3 | -0.6 | -4 | · | -2 | -35 | -10 | -0.7 | -8 | -16
N/C(CN1CCCCC1)=N\S(=O)(=O)c1cc(Cl)cc(Cl)c1 | -6 | 0.9 | -9 | 0.0 | -1 | -8 | -11 | -0.4 | 3 | ·
CCCOc1ccc(/C=N/NC(=O)C(C)Sc2ccccn2)cc1OCC (stereo not drawn) | -2 | 1.7 | 20 | · | 4 | 8 | 10 | i | -4 | ·
CCc1noc(C)c1C(=O)N1CCOCC1 | -2 | -0.6 | -4 | · | 4 | 6 | 20 | i | -1 | -4
c1coc(CNc2nc(-c3ccncc3)cs2)c1 | -4 | 1.3 | 4 | · | 1 | 2 | -9 | -0.2 | 2 | 13
COc1ccccc1N1CCN(C(C)C(=O)N2CC(C)OC(C)C2)CC1 (stereo not drawn) | -3 | 0.8 | 1 | 0.8 | 4 | 3 | 20 | 0.3 | 5 | -5
CCOc1ccc(OCCC(=O)N(CC(C)C)c2c(N)n(Cc3ccccc3)c(=O)[nH]c2=O)cc1 | -11 | 0.6 | 4 | 5.7 | · | -5 | · | i | · | -4
Cc1cc(C)c(C#N)c(SCC(=O)Nc2ccccc2C(N)=O)n1 | ? | 0.8 | 6 | · | -1 | 2 | 31 | -0.2 | -12 | -4
O=C(NCc1cccs1)C1CCCN(S(=O)(=O)c2cnc[nH]2)C1 (stereo not drawn) | -5 | 0.3 | 3 | 1.4 | 1 | 2 | -12 | -0.2 | 6 | -10
S=C1NC[C@H](Cc2cccc3ccccc23)N1CC1CCCCC1 | -2 | 2.0 | 43 | 0.1 | · | -1 | 19 | i | 1 | -5
CCOC(=O)C1C(=O)Nc2nc(C)nn2C1c1ccccc1 (stereo not drawn) | -14 | -1.6 | -1 | · | -2 | 0 | -2 | -0.7 | 4 | -13
CSc1ncnc2c1ncn2CCCN1CCN(c2ccccn2)CC1 | 0 | · | 9 | 1.2 | · | 2 | · | -1.0 | · | ·
N#C/C(=C\c1ccco1)C(=O)Nc1ccc(S(N)(=O)=O)cc1 | 3 | 2.9 | 2 | 1.1 | -4 | 11 | 6 | -0.1 | 3 | -2
COc1ccc(/C=N/NC(=O)C2C3CCCCC32C)cc1OC (stereo not drawn) | -8 | 1.3 | -8 | 1.6 | 6 | 0 | -5 | -0.3 | 12 | ·
Next records follow:
SMILES | Anthrax LF inh2 | PfHsp40 yeast | Y pestis TopoI | TcdB inh | 3CLpro inhibitor | MazEF act | VHR inh abs | Vc quorum ag | Rv3671c protease | PriA SSB inh
CCOC(=O)[C@]12Cc3cc4c(cc3[C@H]1N(Cc1ccccc1)C(=O)c1ccccc12)OCO4 | 0 | -0.6 | 45 | 0.4 | · | 1 | · | i | · | 0
Cc1ccc(NC(=O)N2CCN(C)CC2)cc1NC(=O)N1CCN(C)CC1 | -1 | -1.2 | 1 | 1.0 | -4 | 1 | 21 | i | -5 | -5
Cc1ccc(S(=O)(=O)N/N=C2/CC(c3ccccc3)Oc3ccccc32)cc1[N+](=O)[O-] (stereo not drawn) | -11 | 1.2 | -6 | · | 4 | 1 | -10 | -0.3 | -5 | ·
O=C(NN=Cc1ccc(Cl)cc1Cl)c1ccccc1 | 0 | · | 6 | 1.6 | · | 10 | · | i | · | ·
CC(OC(=O)c1cccc(-n2cnnn2)c1)C(=O)c1ccccc1 (stereo not drawn) | -4 | -0.5 | -13 | 0.2 | · | 6 | · | -1.2 | -4 | -3
Nc1ccc(N=Nc2ccccc2)c2ccccc12 | 13 | -0.5 | 4 | -0.3 | 0 | 4 | 40 | -5.6 | 19 | 26
O=C1C(C2=NC(C(=O)O)C3C(=O)N(c4ccc(Cl)cc4)C(=O)C23)=C(O)c2ccccc21 (stereo not drawn) | 1 | 0.2 | -3 | · | 8 | 0 | 4 | -0.7 | -1 | -4
C(=N/N1CCN(c2ccccc2)CC1)/c1ccncc1 | -6 | 164* | 0 | 0.3 | 5 | 6 | 31 | i | 2 | ·
CCC(C)c1ccc(NC(=O)NCc2cccnc2)cc1 (stereo not drawn) | 4 | 0.1 | -2 | 2.3 | 5 | 1 | 2 | 0.2 | 7 | -7
CCOC(=O)c1sc(NC(=S)NC(=O)c2cccc(OC)c2)nc1C | -7 | -0.4 | 3 | 1.8 | 3 | 8 | 20 | -0.5 | 8 | 0
CCC1CCCCN1CCCNC(=O)CCCNC(=O)Cn1cnc2sc3c(c2c1=O)CCCC3 (stereo not drawn) | -6 | 0.2 | -3 | 1.6 | 3 | 5 | -3 | 1.0 | -2 | 5
CC(OC(=O)/C=C/c1ccc2ccccc2n1)C(=O)Nc1ccc(S(N)(=O)=O)cc1 (stereo not drawn) | -1 | 1.2 | 2 | -0.3 | · | 12 | · | i | -17 | 4
Cc1cc(Cl)c2oc(C(=O)N3CCN(C(=O)c4ccco4)CC3)c(C)c2c1 | -1 | 1.8 | 11 | 1.9 | -4 | 4 | 0 | 0.0 | -3 | -10
CCn1cc(C(=O)OCC(=O)Nc2c(C)n(C)n(-c3ccccc3)c2=O)c(=O)c2ccc(C)nc21 | -1 | 0.4 | -18 | · | -1 | 3 | 12 | -11 | -7 | -1
O=C(CSc1nc2ccccc2c(=O)n1-c1ccccc1)NCC1CCCO1 (stereo not drawn) | 1 | 0.8 | 10 | -0.8 | 3 | -22 | 2 | -0.3 | 3 | -8
Cc1ccc(C(=O)Nc2nnc(-c3ccco3)o2)cc1C | 0 | -1.7 | 3 | · | 2 | 0 | -2 | -0.2 | 2 | 6
O=S(=O)(NCc1ccco1)c1cccc2cccnc12 | -1 | 0.0 | 1 | · | -2 | 3 | 4 | i | 0 | -2
O=C(C[C@H]1C[C@H](C(=O)N2CCOCC2)[C@@]2(CCC3CCCC3)c3[nH]c4cc(-c5ccco5)ccc4c3CCN2C1=O)NCc1ccco1 | -2 | 0.6 | 29 | 2.9 | · | -2 | · | -0.2 | · | -12
COC(=O)c1cnc(SCc2ccc(Cl)cc2)n1C | 5 | -1.3 | -8 | 2.1 | 5 | -1 | -2 | 0.9 | -1 | -19
CCCC(C)n1[nH]c(=O)c2c1NC(=O)CSC2c1ccc(OC)cc1 (stereo not drawn) | -8 | -2.1 | 6 | · | 6 | 4 | -4 | 2.4 | -4 | -3
Cc1cccc(NC(=O)c2ccc3nccnc3c2)c1C | 3 | -0.8 | 2 | 1.0 | -1 | 13 | 12 | -0.3 | -10 | -4
O=C(CN1CCN(S(=O)(=O)c2ccc(F)cc2)CC1)Nc1ccc(Cl)cn1 | -13 | -0.2 | 17 | 1.1 | 0 | 2 | 14 | -0.3 | 6 | 4
CCCc1cc(=O)[nH]c(SCC(=O)C(C)(C)C)n1 | 0 | -1.1 | 1 | · | 2 | 3 | 3 | i | -2 | -15
O=[N+]([O-])c1cc([N+](=O)[O-])c(Oc2cc(F)ccc2F)cc1NN1CCCCC1 | -5 | -0.8 | -5 | 0.6 | 7 | 1 | -14 | -1.0 | -2 | -12
CCC(C(=O)NN1C(=O)c2ccccc2C1=O)c1ccccc1 (stereo not drawn) | -2 | -0.5 | -7 | -0.2 | 3 | 13 | 6 | -1.1 | 5 | -8
Cc1c(NC2(C#N)CCCC2)c(=O)n(-c2ccccc2)n1C | -3 | -0.2 | 7 | · | 4 | 6 | 6 | -0.4 | -5 | -14
Cc1[nH]n(-c2ccccc2)c(=O)c1C=NCC1CCCO1 (stereo not drawn) | -1 | 1.6 | 2 | 1.5 | 3 | 2 | 26 | -0.2 | -3 | -1
Cc1c(C)n(Cc2ccccc2)c2ccc(C(=O)NCCCN3CCOCC3)cc12 | -2 | 2.1 | 8 | 0.4 | 8 | 2 | 2 | -0.3 | 1 | 34
C=C(C)CNC(=S)NNC(=O)CCn1c2ccc(Cl)cc2c2cc(Cl)ccc21 | -1 | 11 | 0 | 2.2 | 6 | 6 | -12 | i | -44 | -5

Already shown: three of the compounds above.
SMILES | Anthrax LF inh2 | PfHsp40 yeast | Y pestis TopoI | TcdB inh | 3CLpro inhibitor | MazEF act | VHR inh abs | Vc quorum ag | Rv3671c protease | PriA SSB inh
CCCC(C)n1[nH]c(=O)c2c1NC(=O)CSC2c1ccc(OC)cc1 (stereo not drawn) | -8 | -2.1 | 6 | · | 6 | 4 | -4 | 2.4 | -4 | -3
Cc1cccc(NC(=O)c2ccc3nccnc3c2)c1C | 3 | -0.8 | 2 | 1.0 | -1 | 13 | 12 | -0.3 | -10 | -4
O=C(CN1CCN(S(=O)(=O)c2ccc(F)cc2)CC1)Nc1ccc(Cl)cn1 | -13 | -0.2 | 17 | 1.1 | 0 | 2 | 14 | -0.3 | 6 | 4

Compound profiles (already shown). Order of values: Anthrax LF inh2 | PfHsp40 yeast | Y pestis TopoI | TcdB inh | 3CLpro inhibitor | MazEF act | VHR inh abs | Vc quorum ag | Rv3671c protease | PriA SSB inh
Listed for Nc1ccc(N=Nc2ccccc2)c2ccccc12 → 13 | -0.5 | 4 | -0.3 | 0 | 4 | 40 | -5.6 | 19 | 26
Listed for CCOC(=O)[C@]12Cc3cc4c(cc3[C@H]1N(Cc1ccccc1)C(=O)c1ccccc12)OCO4 → 0 | -0.6 | 45 | 0.4 | · | 1 | · | i | · | 0
Listed for O=[N+]([O-])c1cc([N+](=O)[O-])c(Oc2cc(F)ccc2F)cc1NN1CCCCC1 → -5 | -0.8 | -5 | 0.6 | 7 | 1 | -14 | -1.0 | -2 | -12

Only part of the results is shown; the hit share may differ from the screen's.
